Anthrax LF prot – Bacillus anthracis LF protease inhibitors, primary screen, biochemical, multiplex microsphere, MLPCN library; 360,000 tested, 0.12% active; Lethal factor (Bacillus anthracis), P15917; inhibition, % at 10 µM; multiplex microsphere protease cleavage assay; note: plate controls were buffer without enzyme for full effect and enzyme alone for no effect
Target sequence (P15917 whole entry, looked up): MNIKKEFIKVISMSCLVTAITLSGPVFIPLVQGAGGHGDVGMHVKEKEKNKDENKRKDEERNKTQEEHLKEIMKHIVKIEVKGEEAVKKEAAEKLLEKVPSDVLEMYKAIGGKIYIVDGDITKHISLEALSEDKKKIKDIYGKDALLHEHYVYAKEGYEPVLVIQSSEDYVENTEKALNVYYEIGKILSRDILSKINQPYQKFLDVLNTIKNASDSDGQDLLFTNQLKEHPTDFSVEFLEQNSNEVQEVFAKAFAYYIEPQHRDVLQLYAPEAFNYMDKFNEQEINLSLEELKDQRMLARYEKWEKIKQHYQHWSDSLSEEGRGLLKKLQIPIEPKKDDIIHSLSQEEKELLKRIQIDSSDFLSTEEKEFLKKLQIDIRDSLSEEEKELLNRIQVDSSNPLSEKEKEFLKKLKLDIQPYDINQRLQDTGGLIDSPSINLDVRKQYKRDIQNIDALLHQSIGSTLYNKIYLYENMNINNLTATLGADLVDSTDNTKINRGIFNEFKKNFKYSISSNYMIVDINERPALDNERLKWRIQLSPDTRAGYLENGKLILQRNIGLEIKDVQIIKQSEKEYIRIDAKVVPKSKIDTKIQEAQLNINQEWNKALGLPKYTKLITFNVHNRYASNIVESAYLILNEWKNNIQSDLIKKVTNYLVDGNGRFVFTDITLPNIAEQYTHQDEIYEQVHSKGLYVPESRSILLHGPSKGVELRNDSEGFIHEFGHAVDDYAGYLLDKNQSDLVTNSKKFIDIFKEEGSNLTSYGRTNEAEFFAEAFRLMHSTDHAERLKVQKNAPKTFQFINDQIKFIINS
3CLpro inhibitor – SARS-CoV 3CLpro protease inhibitors, primary screen, biochemical, quenched FRET; Replicase polyprotein 1ab (Severe acute respiratory syndrome coronavirus), P0C6X7; recombinant SARS-CoV 3CLpro, quenched FRET peptide cleavage; inhibition, % at 6 µM; 290,000 tested, 0.14% active; in the data active = inhibition above about 12%
Yp Topo-I inh – Yersinia pestis topoisomerase I inhibitors, primary screen, biochemical, cleavage product accumulation, plate reader, single point. DNA topoisomerase I (Yersinia pestis CO92). Y. pestis Topo-I cleavage product accumulation. activity, % at 10 µM. 360,000 tested, 0.064% active. AID 504884, 2011; in the data active = activity above about 50%, passing the limit was not always enough; inconclusive = no clear call, values can overlap the other calls; note: inactives centre near 2
DUSP3 inh – VHR1 phosphatase inhibitors, primary screen, biochemical, absorbance, uHTS; Dual specificity protein phosphatase 3 (Homo sapiens), P51452; recombinant VHR phosphatase, pNPP absorbance; inhibition, % at 13.3 µM; 290,000 tested, 0.52% active; in the data active = inhibition above about 50%; note: some compounds called inactive have numbers as strong as hits
Target sequence (P51452 whole entry, looked up): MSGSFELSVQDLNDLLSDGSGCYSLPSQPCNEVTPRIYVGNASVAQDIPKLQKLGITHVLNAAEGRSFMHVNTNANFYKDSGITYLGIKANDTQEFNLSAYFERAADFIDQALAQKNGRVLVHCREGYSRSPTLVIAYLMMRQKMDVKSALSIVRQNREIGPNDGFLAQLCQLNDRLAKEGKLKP
BoNT-A LC inh2 – BoNT/A light chain protease inhibitors, primary screen, biochemical, flow cytometry, MLPCN library | 360,000 tested, 0.17% active | inhibition, % at 10 µM | multiplex microsphere protease substrate cleavage | Botulinum neurotoxin type A light chain protease (Clostridium botulinum A str. ATCC 3502); note: plate controls were buffer without enzyme for full effect and enzyme alone for no effect
CCHFV vOTU inh – CCHFV vOTU protease inhibitors, primary screen, biochemical, Pep-AMC substrate, fluorescence | Crimean-Congo hemorrhagic fever virus L polyprotein viral ovarian tumor (vOTU) protease … | inhibition, % at 11.5 µM | 370,000 tested, 0.55% active; in the data active = inhibition above about 30%; note: 0% = vehicle wells with enzyme and 100% = no enzyme wells
Vc quorum ag – inducers of Vibrio cholerae quorum light production without autoinducers, primary screen, BH1578 luxS cqsA deficient, single point; 350,000 tested, 0.16% active; V. cholerae BH1578 lux reporter, luminescence, 6 h; activation, % at 18.7 µM; in the data active = activation mostly above about 9.7%, no sharp cut-off; inconclusive = no clear call, values can overlap the other calls; inactive = mostly below about 3.7%; note: not every result past the cut was called active; inactives centre near 0; reference of the scale not given here
TcdB GH inh – TcdB glycohydrolase inhibitors, primary screen, biochemical, single point, plate reader. Toxin B (Clostridioides difficile), P18177. 350,000 tested, 0.24% active. inhibition, % at 9.99 µM. TcdB glycohydrolase enzymatic assay; in the data active = inhibition above about 10%
PriA SSB inh – inhibitors of Klebsiella pneumoniae PriA binding to SSB C-terminal tail, primary screen, biochemical, AlphaScreen. AID 1272365, 2023. PriA–SSB C-terminal tail interaction (Klebsiella pneumoniae). 430,000 tested, 0.6% active. inhibition, % at 33 µM. AlphaScreen SSBct-PriA binding, biotinylated peptide; in the data active = inhibition mostly above about 37%, no sharp cut-off; inactive = mostly below about 20%;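 note: plate controls were negative control peptide for no effect and reference peptide for full effect; strong numbers were not always called active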
PfHsp40 yeast – rescue of yeast from PfHsp40 toxicity, primary screen, S. cerevisiae, ATP luminescence | S. cerevisiae expressing PfHsp40, growth rescue | 340,000 tested, 0.68% active | growth rescue, % at 12.5 µM; in the data active = growth rescue above about 28%, passing the limit was not always enough; inconclusive = no clear call, values can overlap the other calls;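 note: yeast W303a lacking pdr1 and pdr3 grown in galactose medium; growth measured after three days at 30 °C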
Starred values were filed as active, the others as inactive; i = inactive; ? = inconclusive; nt = no result given; & = joins results of further samples. Cut-off read from the data, not from the text of the source, unless noted: active = inhibition above about 30%; inconclusive = no clear call, values can overlap the other calls; inactive = below that. This is a subset, so the mix of outcomes need not match the whole.

Compound,TcdB GH inh,CCHFV vOTU inh,3CLpro inhibitor,PriA SSB inh,Yp Topo-I inh,BoNT-A LC inh2,PfHsp40 yeast,Anthrax LF prot,Vc quorum ag,DUSP3 inh
COc1ccc(CCNC(=O)c2c(O)c3cccc4c3n(c2=O)CC4)cc1,nt,2,-1,-10,-9,-0.5,-2.7,1,nt,12
N#Cc1ccc(C(=O)Nc2cc(S(=O)(=O)N3CCCC3)ccc2OCC(F)(F)F)cc1,nt,-19,9,-11,5,-1.3,2.4,-4,-0.2,1
O=C(COc1ccccc1)NCC(=O)NC1=NCCS1,nt,5,1,-9,-1,-0.3,-0.4,0,1.4,23
C[C@@H](c1ccccc1)N1C[C@H](COCc2ccccc2)Oc2cc(N3CCC[C@H]3C(N)=O)ccc2S1(=O)=O,0.1,13,nt,nt,nt,-0.7,nt,-1,nt,nt
Cc1cc(C)n2nc(C(=O)Nc3cccc(S(=O)(=O)N(C)c4ccccc4)c3)nc2n1,1.7,-7,0,7,15,-0.7,0.3,-6,0.7,11
OC(CN1C2=NCCCN2c2ccccc21)c1ccc2c(c1)OCO2 (stereo unspecified),nt,4,3,-9,4,-0.5,-1.6,-6,i,3
CCOC(=O)c1[nH]c(C)c(C(=O)OCC(=O)NC(=O)NC(C)(C)C)c1C,nt,4,-4,-18,1,1.1,-0.3,-2,i,7
CC(O)c1nc(C(C)O)n(CC(=O)c2ccccc2)n1 (stereo unspecified),1.2,7,nt,5,-1,-0.1,-0.4,4,-3.0,nt
CCNC(=O)CSc1nc2ccccc2c(=O)n1-c1cccc(OC)c1,0.9,4,3,-4,10,-0.6,-0.2,-6,-0.3,9
CC(C)(C)c1ccc(S(=O)(=O)NCC(=O)N2CCN(C(=O)c3ccco3)CC2)cc1,nt,-14,-1,-15&-7,20,0.0,0.7,-3,i,12
Cc1ccc(NS(=O)(=O)c2ccc3c(c2)NC(=O)C(C)C(=O)N3)cc1C (stereo unspecified),1.4,6,1,-5,7,-0.2,-0.1,-10,-0.2,-10
O=C(CN1CCN(c2ccc(Cl)cc2)CC1)Nc1ccc(F)c(F)c1,nt,5,0,-15,13,0.2,4.0,-8,i,-4
Cc1ccc(NC(=O)CN(C)C(=O)c2ccccc2Cc2ccccc2)cc1,1.6,-4,nt,-9,22,-1.7,-0.8,-4,0.1,nt
CCOc1ccc(NC(=O)c2c(N)n(C)c(=O)[nH]c2=O)cc1,nt,0,nt,2,3,-0.3,-0.8,-9,i,nt
COc1ccc(C)cc1S(=O)(=O)N(C)CC(=O)NC1CC1,nt,-8,5,7,-1,-0.3,0.4,0,-0.2,-4
Cc1cc(C)nc(SCc2nc3ncccn3c2Br)n1,nt,-56,0,-10,-1,0.2,-0.6,0,-0.4,32
Cc1ccc(NC(=O)CCC(=O)NNC(=O)c2cccs2)c(C)c1,nt,-5,3,-2,3,0.1,0.4,-2,-0.4,21
COc1ccc(C(=O)O/N=C(/c2cccs2)C(C)(C)C)cc1,1.5,8,9,nt,17,3.4,3.8,-1,-0.4,-18
CCCCOc1ccc(CN=C(N)N)cc1Cl,0.5,-13,1,-14,-2,0.5,0.0,4,0.1,-8
Cc1cc(N2C(=O)C(O)=C(C(=O)c3ccco3)C2c2cccc(Cl)c2)no1 (stereo unspecified),2.6,12,8,-10,-8,nt,0.8,nt,-2.0,10
CCOCCCNC(=O)C(NC(=O)Cc1cccs1)c1ccc(C)cc1 (stereo unspecified),-0.2,5,5,3,-3,-2.4,-0.6,-2,i,1
CCOc1ccc(-n2nc3c(=S)[nH]nc(C)c3c2C)cc1,nt,1,0,-16,2,0.9,-0.5,-1,i,-11
O=S(=O)(c1ccc2ccccc2c1)N1CCOCC1,0.3,2,2,3,1,2.5,0.1,9,-0.3,22
Cc1cccc(NC(=O)CCCN=C2NS(=O)(=O)c3ccccc32)c1C,2.1,2,nt,0,3,2.0,0.9,-4,-2.7,nt
Cc1cc(-c2csc(NC(=O)C3=COCCO3)n2)c(C)n1C,0.6,1,nt,0,-12,7.1,-1.5,0,i,nt
CCC1(C)Cc2c(sc3nn[nH]c(=O)c23)CO1 (stereo unspecified),nt,nt,1,-13,10,-1.0,-0.7,-1,-0.2,43
O=C(CCS(=O)(=O)c1ccc(Cl)cc1)N1CCCc2ccccc21,0.3,-11,5,-4,4,-0.7,-1.6,-1,i,5
COc1ncnc(OC)c1S(=O)(=O)NCc1ccccc1,-0.5,-7,1,2,1,-1.4,0.7,15,i,5
Cc1ccc(-n2c(O)c(/C=N/Nc3ccc(S(=O)(=O)N4CCOCC4)cc3[N+](=O)[O-])c3ccccc3c2=O)c(C)c1,-3.4,5,-8,nt,17,-1.9,-0.2,-5,-0.2,-13
O=C(NCCc1c[nH]c2ccccc12)C1CCN(S(=O)(=O)c2ccccc2)CC1,0.0,19,0,12,3,0.7,0.0,-6,0.1,-25
COc1ccc(CNC(=O)N2CCc3nc(Nc4cc(OC)c(OC)c(OC)c4)ncc3C2)cc1,-0.1,28,nt,nt,7,-0.4,nt,-9,-0.6,nt
O=C(CN1C(=O)/C(=C2/SC(=S)N(CCS(=O)(=O)O)C2=O)c2ccccc21)Nc1cccc(C(F)(F)F)c1,0.4,9,nt,-3,-16,0.5,1.6,-8,-0.4,nt
COc1ccc(C(=O)NC(=S)NCc2cccnc2)cc1Cl,0.3,21,0,-9,17,-0.3,1.7,-1,-0.4,25
COc1ccc(C)cc1-n1nnnc1SCC(=O)Nc1cccnc1Cl,nt,4,-4,-8,-4,-0.2,-1.0,0,-0.4,-7
CSc1ccccc1NC(=O)COc1ccc2c(c1)OCO2,1.2,-1,nt,-5,-8,-1.4,1.8,0,i,nt
CCCOc1ccccc1-c1nc2c([nH]1)c(=O)[nH]c(=O)n2C,nt,-10,-4,-2,22,0.1,-0.4,0,0.3,-2
O=C(O)CC(c1ccc(OC2CCCC2)cc1)N1C(=O)c2ccccc2C1=O (stereo unspecified),0.4,-5,7,-12,9,-4.1,2.4,-4,0.9,-2
CCOC(=O)C1CCCN(C(=O)c2cccc(Cl)c2)CC1 (stereo unspecified),0.5,9,nt,nt,6,0.1,nt,-2,-0.5,nt
O=C(Nc1nnc(C2CC2)s1)c1ccc(Cl)c(S(=O)(=O)N2CCc3ccccc3C2)c1,0.3,6,-4,11,11,0.4,-0.3,1,-0.2,13
N#CCCN(C(=O)COC(=O)CNC(=O)c1cccs1)c1ccc(F)cc1,1.6,-1,nt,-10,3,nt,4.8,nt,i,nt
CCOP(=O)(O)c1ccccc1OCCOc1ccccc1P(=O)(O)OCC,nt,-2,5,-6,-7,-1.7,-0.1,-2,1.2,6
O=C(/C=C/c1ccco1)N(Cc1cccc(Br)c1)C1CCS(=O)(=O)C1 (stereo unspecified),1.0,-1,-1,4,6,-0.3,-0.7,-10,1.9,-8
Cc1ccc(S(=O)(=O)c2nc(NC3CCS(=O)(=O)C3)sc2Cl)cc1 (stereo unspecified),nt,11,-1,-16,3,0.5,-1.1,0,i,5
O=C(Nc1ccccc1C(=O)O)c1cc(S(=O)(=O)Nc2cccc(F)c2)ccc1Cl,-0.8,20,1,-19,6,-2.1,1.2,2,-0.3,-11
CCCCN1C(=O)C(NC(C)=O)c2ccccc21 (stereo unspecified),nt,2,-1,-3,-3,-0.1,-0.2,-4,3.8,-1
CC(C)N(C(=O)CSc1nc2ccccc2n1-c1ccccc1)C(C)C,nt,3,2,-9,22,9.3,1.7,5,-2.8,11
COC(=O)CN1C(=O)C(C)(C)Oc2ccc(C(=O)NC3CCCC3)cc21,1.5,5,2,-8,-2,-0.6,0.0,0,-0.2,7
CC(C)CCn1c(SCCN2CCOCC2)nc2c1c(=O)[nH]c(=O)n2C,nt,-3,5,-7,13,0.0,0.1,-2,-0.2,32
Cc1ccc(OCCn2cnc3c2c(=O)n(C)c(=O)n3C)cc1,0.4,11,1,2,-1,-2.5,0.0,17,-0.3,-22
COC(=O)[C@H](Cc1ccccc1)NC(=O)NC(C)CCc1ccccc1 (stereo partly specified),0.4,-7,-4,-19,7,-3.5,-0.1,-4,i,-1

An excerpt from above, showing only DUSP3 inh, BoNT-A LC inh2 and PriA SSB inh.
SMILES	DUSP3 inh	BoNT-A LC inh2	PriA SSB inh
CCOC(=O)C1CCCN(C(=O)c2cccc(Cl)c2)CC1 (stereo unspecified)	nt	0.1	nt
O=C(Nc1nnc(C2CC2)s1)c1ccc(Cl)c(S(=O)(=O)N2CCc3ccccc3C2)c1	13	0.4	11

Next results:
Compound,TcdB GH inh,CCHFV vOTU inh,3CLpro inhibitor,PriA SSB inh,Yp Topo-I inh,BoNT-A LC inh2,PfHsp40 yeast,Anthrax LF prot,Vc quorum ag,DUSP3 inh
CCN1CCN(C(=S)c2ccc(SC)cc2)CC1,nt,3,5,0,-2,-1.2,-1.6,-4,nt,14
Cc1ccc(NC(=O)c2cccs2)cc1NC(=O)c1ccco1,nt,-8,-3,-3,-2,?,1.2,?,1.3,-4
CCCC1=C(C(=O)OCC)C(c2ccccc2OC)NC(=O)N1 (stereo unspecified),nt,16,-1,-4,4,-0.4,-0.8,-4,-13,32
CCn1nc(C(=O)N2CCc3ccccc32)c2ccccc2c1=O,-0.2,0,nt,-3,2,-0.6,0.1,-1,0.6,nt
O=C(c1ccc(F)cc1)C(Cc1ccccc1)N1CCCCC1 (stereo unspecified),1.3,-12,0,-2,2,0.2,-0.9,0,i,2
O=C(CN1CCN(c2ccccc2F)CC1)c1ccc2c(c1)OCO2,nt,6,-2,-9,5,0.3,0.2,-3,-0.3,21
Brc1ccc(CN2CCN(Cc3c[nH]c4ccccc34)CC2)cc1,1.8,13,0,28,-7,2.1,0.6,-14,0.3,2
O=C(c1ccccn1)N1CCCC(N2CCN(Cc3ccc4c(c3)OCO4)CC2)C1 (stereo unspecified),5.9,16,1,-13,4,nt,-1.2,nt,-0.4,30
COc1cccc(OC)c1C(=O)Nc1c(C)n(C)n(-c2ccccc2)c1=O,nt,-8,7,-1,0,0.4,-1.8,-3,-0.3,8
Cc1ccc(OCC(=O)NC2CC(C)(C)NC(C)(C)C2)cc1C,-0.5,-7,7,-8,-13,-0.6,-1.0,-1,i,-1
CCCc1cc(=O)oc2cc(OC(C)C(=O)NCC3CCC(C(=O)O)CC3)ccc12 (stereo unspecified),0.9,-4,-3,-8,6,0.0,0.7,-3,-0.4,20
CC(=O)c1cnc2nc(SCc3ccccc3)nn2c1C,2.2,8,-9,-8,5,2.0,-2.0,-4,-0.6,-14
N/C(Cn1cncn1)=N\OC(=O)c1ccc(Cl)cc1,0.8,-8,4,nt,-1,0.2,0.6,0,i,20
Cc1cccc(NC(=S)NNC(=O)c2cc3c(s2)CCC(C)C3)c1C (stereo unspecified),0.3,13,10,-13,5,-0.1,31*,-3,i,11

Screening data deposited in PubChem by several laboratories.
